Runt-CBFb FRET = Runt domain-CBFb interaction inhibition | Q01196+Q13951 | Cerulean-Runt/Venus-CBFb FRET ratio 530/480, 1 h | inhibition, % at 20 µM | 220,000 compounds, 0.46% hits;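 active = inhibition over about 50% at 20 µM in the single-dose screen, limit read from the data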;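 also: 0% = DMSO wells and 100% = excess unlabeled CBFb competitor control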
Target sequence (Q01196 whole entry, looked up, the tested form may be a part): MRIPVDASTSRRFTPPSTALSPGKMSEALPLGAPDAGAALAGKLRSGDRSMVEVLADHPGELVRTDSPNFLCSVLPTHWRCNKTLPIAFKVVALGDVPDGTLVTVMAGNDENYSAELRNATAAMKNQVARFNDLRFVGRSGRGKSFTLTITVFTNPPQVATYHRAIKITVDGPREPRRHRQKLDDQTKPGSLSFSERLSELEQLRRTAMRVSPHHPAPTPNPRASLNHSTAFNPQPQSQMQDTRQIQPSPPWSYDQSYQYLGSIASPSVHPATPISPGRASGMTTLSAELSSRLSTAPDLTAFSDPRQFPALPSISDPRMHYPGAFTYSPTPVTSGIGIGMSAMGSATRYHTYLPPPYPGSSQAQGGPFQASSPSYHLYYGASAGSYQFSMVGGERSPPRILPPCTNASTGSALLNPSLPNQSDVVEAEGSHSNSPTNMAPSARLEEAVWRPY
Target sequence (Q13951 whole entry, looked up, the tested form may be a part): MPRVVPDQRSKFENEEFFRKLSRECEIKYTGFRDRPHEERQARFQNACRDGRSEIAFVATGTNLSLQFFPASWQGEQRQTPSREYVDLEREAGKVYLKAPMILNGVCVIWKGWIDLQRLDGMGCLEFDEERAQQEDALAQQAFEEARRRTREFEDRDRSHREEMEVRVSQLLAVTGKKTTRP
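System: Cerulean-labeled Runt domain protein | Quantity: 100 nM of each labeled protein | Schedule: 1 h compound exposure, room temperature | Detection: Fluorescence energy transfer, 422 nm excitation, 530/480 nm emission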
Tb hexokinase = T. brucei hexokinase 1 inhibition; 220,000 compounds, 0.11% hits; inhibition, % at 10 µM; recombinant TbHK1, G6PDH-coupled NADH A340;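 active = inhibition of 50% or more in the single-dose primary screen; inactive = inhibition below 50%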
EBV gp42 block = inhibitors of Epstein-Barr virus glycoprotein 42; Q1HVG2; Fluorescence polarization binding assay, mP read-out; inhibition, % (tested at 21.74 µM); 220,000 compounds, 0.42% hits; AID 1085; in the data active = inhibition above about 50%
Target sequence (Q1HVG2 whole entry, looked up): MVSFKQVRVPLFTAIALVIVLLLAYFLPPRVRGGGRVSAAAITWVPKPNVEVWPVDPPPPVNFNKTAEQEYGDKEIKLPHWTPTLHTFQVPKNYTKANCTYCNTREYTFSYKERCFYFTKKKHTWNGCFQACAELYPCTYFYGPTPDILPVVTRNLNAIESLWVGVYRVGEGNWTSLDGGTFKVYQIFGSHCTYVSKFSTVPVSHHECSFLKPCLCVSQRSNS
zVAD death inh = L929 zVAD cell death inhibition; viability rescue, % at 10 µM; 220,000 compounds, 0.38% hits; AID 1377; L929 zVAD necroptosis rescue, ATP luminescence, 24 h; with zVAD 60 µM;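 active = activation, scaled between plate controls, above about 75%, limit read from the data; inactive = activation under that limit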;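 also: 0% = zVAD with DMSO and 100% = DMSO alone without zVAD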
p47phox inh = inhibitors of human p47phox binding; inhibition, % at 24.7 µM; p47phox/p22phox peptide binding, fluorescence polarization, 2 h; AID 1274; P14598; 220,000 compounds, 0.53% hits;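 active = inhibition above about 30%, limit read from the data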;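 also: 0% = p47phox with labelled peptide and 100% = labelled peptide alone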
Runt-SMMHC FRET = blocks binding of human RUNX1 Runt domain to CBFb-SMMHC. Cerulean-Runt/Venus-CBFb-SMMHC FRET ratio 530/480, 1 h. 220,000 compounds, 0.74% hits. inhibition, % at 20 µM. AID 1434;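 active = mean inhibition across duplicate retests at 20 µM reaching about 50%, limit read from the data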;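 also: 0% = DMSO wells and 100% = wells with excess untagged CBFb-SMMHC; inhibitors lower the FRET ratio by blocking Runt binding to CBFb-SMMHC; some results filed as inactive read as strong as hits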
MDM2 E3 inh = inhibitors of human Mdm2 E3 ubiquitin ligase; 210,000 compounds, 0.11% hits; Q00987; cell-based MDM2 ubiquitination luciferase reporter, 2 h; 0 = plate control, 100 = twice control, blank-subtracted; signal enhancement, % at 5 µM;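 active = signal enhancement of 30% or more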;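 also: luminescence tracks abundance of the self-degrading MDM2-luciferase fusion protein; higher signal means inhibition of MDM2 E3 ligase activity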
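Assay system: stable mammalian line carrying autodegrading MDM2–luciferase fusion reporter; amount: 2000 cells seeded into each well; buffer or medium: DMEM; benchmarks: plate control and blank wells; signal: luciferase luminescence; timing: 2 h compound exposure at 37 °C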
14-3-3 Bad PPI = disrupts binding of bovine 14-3-3 zeta to phospho-Bad peptide. P63103. TR-FRET 14-3-3zeta/Dy647-pBad peptide displacement, 1 h. inhibition, % at 21.7 µM. 220,000 compounds, 0.71% hits. AID 781;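 active = inhibition above about 70%, limit read from the data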;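 also: 0% = full 14-3-3 plus peptide FRET controls and 100% = background without 14-3-3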
Hck Nef HTS = human Hck-Nef kinase inhibition; P08631; Recombinant Hck-YEEI plus Nef, Z-Lyte FRET kinase assay; inhibition, % at 20 µM; 220,000 compounds, 0.68% hits; AID 463187;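 active = Hck-Nef kinase inhibition above about 50%, limit read from the data; inactive = inhibition below that limit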;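 also: 0% = DMSO with Hck plus Nef and 100% = Hck alone without Nef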
* hit, by the source's call; . = not tested or not shown; + = active, no number; & = joins results of further samples; ! = not active in a repeat; [ ] = another dose, or the depositor's remark.

SMILES	Runt-CBFb FRET	Tb hexokinase	EBV gp42 block	zVAD death inh	p47phox inh	Runt-SMMHC FRET	MDM2 E3 inh	14-3-3 Bad PPI	Hck Nef HTS
CC(OC(=O)c1ccccc1NS(=O)(=O)c1cccc(C(F)(F)F)c1)C(=O)N(C)Cc1ccccc1 (centres undefined)	-1	-1	7	-0.4	-3	-1	-15	6[fluorescence artefact?]	-1
COc1ccc(N2CCN(C(=S)NC(=O)c3cccs3)CC2)c([N+](=O)[O-])c1	4	2	1	-0.9	-5	0	-7	-26	19
CC(C)OC(=O)c1cc2c(=O)[nH]c(C(Cl)(Cl)Cl)nc2o1	-1	-7	-10	3.4	-11	-3	-5	42	5
CCN1CCN(C(c2ccccc2)c2sc3nc(C)nn3c2O)CC1 (centres undefined)	2	1	-14	-1.2	-1	0	-3	0	21
COc1cc2c(N3CCOCC3)cc(O)c(CC(=O)Nc3ccccc3)c2cc1OC	-7	-6	11	-0.2	-13	-16	.	1[fluorescence artefact?]	3
O=C1C2CCCN2C(=O)N1CCCCN1CCN(c2ccc(F)cc2)CC1 (centres undefined)	-3	-4	-11	0.5	-9	1	-6	41	3
CCOC(=O)c1c(NC(=O)C(=O)N/N=C/c2ccc(O)c(OC)c2)sc2c1CCCCC2	-75	-19	-8	0.3	-9	-128	-2	-14	0
O=C(CCCCCN1C(=O)CCC1=O)Nc1ccc(Br)cc1F	-2	2	-11	-0.1	1	0	-4	0[fluorescence artefact?]	5
COC(=O)C1=C(N)OC2=C(C(=O)CC(C)(C)C2)C1c1ccccc1OCC#N (centres undefined)	0	-6	-5	0.0	0	-3	-12	-17	-4
CN(C)CC(=O)N1CCc2ccccc2C1	.	9	-4	-0.5	0	4	0	8	-16
Oc1ccc(NCc2ccccc2OCc2ccccc2F)cc1	8	-4	-7	0.4	-18	14	-4	2	9
COC(=O)CNc1ccc2c(c1)OCO2	8	-2	-2	-0.9	-2	2	-3	-16	11
COC(=O)Nc1ccc2c(c1)N(C(=O)CCN1CCOCC1)c1ccccc1S2	1	-2	-10	0.1	-9	-4	-2	18	-2
CCC(=O)NC(c1ccc([N+](=O)[O-])cc1)c1c(O)ccc2ccccc12 (centres undefined)	3	-1	-3	0.1	-4	-3	-4	0	-1
CNC(=O)c1cc(C(=O)c2ccccc2C(F)(F)F)c[nH]1	0	-4	-2	6.5	6	3	-9	3	-8
C[n+]1c2n(c3ccccc31)N=C(c1ccccc1)CS2	8&10	-11&-10	1&-14	0.8&-0.2	8&-7	-2&3	-38&-26	-6&-8	-8&5
O=C(O)c1c(Cl)c(Cl)c(Cl)c(Cl)c1C(=O)N1CCOCC1	0	5	-1	0.0	4	-2	-11	8	-2
COc1cccc(C(=O)/C(C#N)=N/Nc2cccc(-c3ccnc(C)n3)c2)c1	-5	-22	-4	1.1	-14	-6	-16	3	13
COC(=O)CSc1nsc(SCC(=O)OC)n1	2	3	-1	1.2	-7	-1	-1	1	1
CC(=O)OCn1nnc2ccccc2c1=O	4	4	-27	-0.1	-3	0	8	3	8
CCN(CC)C(=O)CN(c1cc2c(cc1OC)oc1ccccc12)S(=O)(=O)c1ccc(C)cc1	0	-15	-9	-1.1	-19	-2	-8	12	3
O=S(N1CCCCC1)C12CC3CC(CC(C3)C1)C2 (centres undefined)	-3	1	-12	6.9	4	-3	-16	-11	23
CC(=O)Nc1ccc(C(=O)OCC(=O)Nc2c(F)cccc2F)cc1	0	-3	-15	1.1	2	-1	-7	4	-9
CCOc1ccc(C=NC23CN4CN(CN(C4)C2)C3)cc1	-2	28	-15	-0.2	1	-3	-8	4	3
CC1=CC2=NC(=O)/C(=C\c3ccc(-c4cccc(Cl)c4)o3)C(=N)N2O1	-101	18	-25	0.0	-36	59	-14	12[fluorescence artefact?]	-2
Cc1cccc(-c2nc(CS(=O)CC(=O)NCc3cccs3)c(C)o2)c1 (centres undefined)	2	-7	-4	2.2	-6	-5	-32	-2	1
CN(C)c1cccc2c(S(=O)(=O)NCc3ccc(S(N)(=O)=O)cc3)cccc12	-3	-11	-5	0.4	-1	-9	-3	-7	-49
Cn1c(=O)cc(SCC(=O)NCCCN2CCOCC2)c2ccc(Cl)cc21	-1	-22	-5	2.3	-99	0	-2	6	2
CC(C)N(C(=O)CSc1nnc(Cc2csc(Nc3ccccc3)n2)o1)C(C)C	2	1	-4	0.1	-11	1	-13	-7	25
CSC1=C(C#N)C(=O)NC(c2ccccc2O)S1 (centres undefined)	2	-52	-11	1.5	2	1	-10	0	18

Three compounds out of the list, sorted by molar mass, low to high.
SMILES	Runt-CBFb FRET	Tb hexokinase	EBV gp42 block	zVAD death inh	p47phox inh	Runt-SMMHC FRET	MDM2 E3 inh	14-3-3 Bad PPI	Hck Nef HTS
CC(=O)OCn1nnc2ccccc2c1=O	4	4	-27	-0.1	-3	0	8	3	8
O=S(N1CCCCC1)C12CC3CC(CC(C3)C1)C2 (centres undefined)	-3	1	-12	6.9	4	-3	-16	-11	23
COc1cccc(C(=O)/C(C#N)=N/Nc2cccc(-c3ccnc(C)n3)c2)c1	-5	-22	-4	1.1	-14	-6	-16	3	13

The listing picks up, repeating the two entries before the break.
SMILES	Runt-CBFb FRET	Tb hexokinase	EBV gp42 block	zVAD death inh	p47phox inh	Runt-SMMHC FRET	MDM2 E3 inh	14-3-3 Bad PPI	Hck Nef HTS
CC(C)N(C(=O)CSc1nnc(Cc2csc(Nc3ccccc3)n2)o1)C(C)C	2	1	-4	0.1	-11	1	-13	-7	25
CSC1=C(C#N)C(=O)NC(c2ccccc2O)S1 (centres undefined)	2	-52	-11	1.5	2	1	-10	0	18
CS(=O)(=O)Nc1ccc(C2=NN(C(=O)c3ccco3)C(c3ccc(F)cc3)C2)cc1 (centres undefined)	0	-22	5	-0.7	-13	1	18	-11	-11
O=C(c1ccccc1)N(Cc1ccccc1)c1ccccn1	0	0	-5	0.2	-4	-3	-4	8	4
O=C(CN1C(=O)NC2(CCCC2)C1=O)Nc1nc(-c2ccc(F)cc2)cs1	-2	0	-2	-0.1	-22	2	-6	3	2
CC(=O)c1cc(Cc2csc(C(C)=O)c2)cs1	-2	-6	.	1.1	.	5	.	.	-1
N#CCC(=O)Nc1ccc(C(=O)OCC(=O)Nc2ccccc2-c2ccccc2)cc1	-4	4	-12	28	-43	0	-10	-5	19
CN(C)c1cccc2c(S(=O)(=O)N3CCOCC3)cccc12	2	-19	0	-0.5	59*	-8	-10	-2	-5
C=CCO/N=C/C1=C(O)C(C(=O)OC)C(C)(C)CC1=O (centres undefined)	-1	-1	0	4.0	2	-1	-5	-2	32
O=C(CN1CCN(S(=O)(=O)c2ccccc2F)CC1)Nc1ccccc1C(=O)c1ccccc1	0	-4	15	-0.6	-14	-3	-9	-19	21
O=C(O)c1cc2n(n1)C(C(F)(F)F)CC(c1ccco1)N2 (centres undefined)	3	2	-15	-0.1	-14	0	1	0	1
COC(=O)c1ccc2c(=O)n(-c3ccccc3F)c(=S)[nH]c2c1	2	-1	5	-0.6	-3	7	-18	-8	25
CCOc1cccc(NC(=O)C2CC(=O)N(C)C(=Nc3cccc(F)c3)S2)c1 (centres undefined)	-2	26	0	0.1	-16	6	-14	7[fluorescence artefact?]	0
Cn1c(=O)[nH]c2sc3c(c2c1=O)CC(C)(C)OC3	2	0	-8	-0.2	6	0	-12	-5[fluorescence artefact?]	-2
O=C(NCc1cccnc1)c1c[nH]c2cc3c(cc2c1=O)OCCO3	-1	-13	-6	0.3	-13	4	-17	4	0
COc1ccc(Oc2nnc(-c3ccc(C)cc3)c3ccccc23)cc1	-3	6	-2	0.2	-1	-8	-12	89*	0
CCC(c1nnnn1C1CCCC1)N1CCN(c2ccccc2F)CC1 (centres undefined)	0	-3	-9	0.0	-13	-2	-12	9	0
Cc1cc(/C=C2\C(=N)N3N=C(S(C)(=O)=O)SC3=NC2=O)c(C)n1Cc1ccccc1	11	11	5	1.6	-32	48	-18	-6	-31
CC(C)(C)c1nn(-c2ccccc2)c2nc(Cl)c(C=O)cc12	0	0	-11	0.3	-2	2	-11	3[fluorescence artefact?]	5
CC(C)(C)C(=O)Nc1sc2c(c1-c1nc3ccccc3[nH]1)CCCC2	6	3	-12	0.6	-15	4	-5	9[fluorescence artefact?]	1
COc1cc(Cl)c(C)cc1NC(=O)COC(=O)/C=C/c1c(C)nn(C2CCS(=O)(=O)C2)c1Cl (centres undefined)	-8	-10	-5	0.9	-10	2	-10	9	3
COc1ccc(C)cc1S(=O)(=O)Nc1cccc(Cl)c1	0	-7	-14	-0.4	-12	-1	-9	-7	-1
CCOc1nc(-c2ccccc2)ccc1-c1noc(COc2ccccc2)n1	-2	-4	-30	-0.1	-67	-2	-16	-19	-11
O=c1/c(=C/c2ccccn2)sc2nc3ccccc3n12	-16	1	33	9.3	0	-78	-68	16[fluorescence artefact?]	20
c1ccc2[nH]c(-c3ccnc4ccccc34)nc2c1	-1&-26	-17&-23	-9&-68	2.1&1.0	+!	-2&10	-18&-11	1&57	-7&0
Cc1ccc(C(=O)/C=C\NCc2ccccc2)cc1	0	0	-10	1.4	-3	-6	-18	-9	8
N#Cc1ccc(-c2ccc(OCC(=O)NCCc3ccccc3)cc2)cc1	-1	-1	2	0.8	-2	-2	-8	-2[fluorescence artefact?]	2
Cc1ccc(Sc2c([N+](=O)[O-])ncn2C)cc1	.	-2	-11	-0.5	4	-2	-4	27	3
Nc1cc(N2CCCC2)ccc1[N+](=O)[O-]	5	2	-17	-0.1	-1	-2	-22	1	25
O=C(Cn1cc(CCO)nn1)N1CCNCC1	2	1	-5	0.0	-9	1	.	2	15
CCOC(=O)c1sc2nc3c(SCCC(=O)O)cc(C(=O)c4cc(OC)ccc4O)cn3c(=O)c2c1C	-4	-4	79*	-0.7	-17	-11	-18	64	13
CCn1ncc(CN2CCN(C(=O)Nc3ccccc3C(=O)OC)CC2)c1C	-1	-4	-11	-0.1	6	-9	-3	-5	1
COc1cc2c(cc1OC)C(C)N(C(=S)NC(=O)c1ccccc1)CC2 (centres undefined)	3	0	-14	1.4	-7	2	-9	-9	15
CC(=O)Nc1nc(Cn2nnc(-c3ccc4c(c3)OCO4)n2)nc(N(C)C)n1	.	4	10	2.1	1	0	-5	-8	-4
CCOC(=O)N1CCN(C(=O)CSc2ccc3nnc(-c4cccnc4)n3n2)CC1	1	4	2	0.6	5	-2	-4	0	-22
Cc1nc(SCC(=O)Nc2cc(Cl)ccc2[N+](=O)[O-])nc(C)c1C	1	-14	0	1.6	-3	0	-10	-4	1
CSc1nnc(-c2cc(Br)ccc2N=Cc2c(C)[nH]n(-c3ccccc3)c2=O)c(=O)[nH]1	5	-12	6	6.9	-4	-2	13	-12	22
COc1ccc(/C=N/NC(=O)Cn2cc(C(F)(F)F)ccc2=O)cc1	-2	-11	-7	1.5	0	-5	0	-1	10
OC1C[N+]2(CCCCC2)C1	0	1	-10	-0.5	-2	138	12	-7	-1
COC(=O)c1cc(=O)c2c(C)nc(C(Cl)(Cl)Cl)nc2[nH]1	-4	-7	-15	3.1	-7	-20	0	48	-7
COc1cccc(CN2CCN(Cc3ccc(C)o3)CC2CCO)c1 (centres undefined)	0	3	-4	1.2	-6	-3	9	-10	22
Cn1nc(-c2ccccc2)c(CO)c1Oc1cccc(C(F)(F)F)c1	0	1	-8	0.0	1	0	-5	-9	12

Screening data deposited in PubChem BioAssay by several laboratories.

Compounds as they come; overall some 3.2% were active at least once.
